# High-throughput results as filed in PubChem.
# eIF4E 4G PPI = blocks eIF4E binding to eIF4G | P63073+Q04637 | TR-FRET eIF4E-eIF4GI(517-606) binding, 2 h | inhibition, % at 21.7 µM | 220,000 compounds, 0.37% hits | AID 782;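 active means inhibition above about 30%, limit read from the data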;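 further: 0% = full FRET control wells and 100% = background wells lacking eIF4GI fragment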
# KLK5 inh = inhibitors of human kallikrein 5; 210,000 compounds, 0.59% hits; recombinant hK5, fluorogenic AMC substrate cleavage; inhibition, % at 5 µM;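 active means inhibition of 40% or more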;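 further: 0% = enzyme controls without compound and 100% = no-enzyme blanks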
# Target sequence (Q9Y337 67-293 limits assumed): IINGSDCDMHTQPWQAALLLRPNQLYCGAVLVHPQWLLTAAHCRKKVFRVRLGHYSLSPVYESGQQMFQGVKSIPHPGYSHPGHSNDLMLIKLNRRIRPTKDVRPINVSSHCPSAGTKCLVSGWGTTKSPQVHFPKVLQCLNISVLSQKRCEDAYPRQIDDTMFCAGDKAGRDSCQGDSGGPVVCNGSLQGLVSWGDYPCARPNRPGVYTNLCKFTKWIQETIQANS
# Wee1 degr inh = inhibitors of human Wee1 degradation; HeLa Luc-Wee1K328M stability, luciferase luminescence; 100% = proteasome inhibitor MG132 effect; 220,000 compounds, 1.2% hits; AID 1321; reporter increase, % at 5 µM;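 active means activation above the mean of all tested compounds plus 3 SD, set per screening run, cut at about 8.8% in these data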;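 further: cells exposed to compound for 20 h before luminescence read; 0% = DMSO alone and 100% = MG132 at 30 µM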
# FXIa inh = inhibitors of human coagulation factor XIa; P03951; purified FXIa, Boc-Glu-Ala-Arg-AMC fluorogenic substrate; inhibition, % at 5 µM; 220,000 compounds, 0.14% hits;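 active means inhibition of at least 40%; inactive means inhibition below 40%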;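 further: fluorescence of freed AMC excited at 355 nm; 0% = enzyme without compound and 100% = no enzyme blank; many of its hits are not listed in these tables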
# p97 inhibitor = human p97 ATPase inhibition; P55072; recombinant p97 ATPase, Kinase-Glo ATP luminescence, 3 h; inhibition, % at 8 µM; 220,000 compounds, 0.42% hits; AID 1481; in the data active means inhibition above about 15%;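 further: 0% = DMSO vehicle and 100% = wells lacking enzyme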
# 14-3-3 Bad PPI = disrupts binding of bovine 14-3-3 zeta to phospho-Bad peptide; TR-FRET 14-3-3zeta/Dy647-pBad peptide displacement, 1 h; AID 781; 220,000 compounds, 0.71% hits; inhibition, % at 21.7 µM; P63103;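 active means inhibition above about 70%, limit read from the data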;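 further: 0% = full 14-3-3 plus peptide FRET controls and 100% = background without 14-3-3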
# FXIIa inh 1536 = blocks human coagulation factor XIIa protease activity; inhibition, % at 5 µM; 220,000 compounds, 0.3% hits; AID 800; P00748; purified FXIIa, Boc-QGR-AMC fluorogenic substrate, 2 h; in the data active means inhibition above about 40%;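 further: 0% = enzyme with no compound and 100% = blank without enzyme; many of its hits are not listed in these tables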
# MDM2 E3 inh = blocks human Mdm2 ubiquitin ligase activity; Q00987; cell-based MDM2 ubiquitination luciferase reporter, 2 h; 0 = plate control, 100 = twice control, blank-subtracted; signal enhancement, % at 5 µM; 210,000 compounds, 0.11% hits; AID 1230;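 active means signal enhancement of 30% or more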;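 further: luminescence tracks abundance of the self-degrading MDM2-luciferase fusion protein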
# Target sequence (Q00987 whole entry, looked up, the tested form may be a part): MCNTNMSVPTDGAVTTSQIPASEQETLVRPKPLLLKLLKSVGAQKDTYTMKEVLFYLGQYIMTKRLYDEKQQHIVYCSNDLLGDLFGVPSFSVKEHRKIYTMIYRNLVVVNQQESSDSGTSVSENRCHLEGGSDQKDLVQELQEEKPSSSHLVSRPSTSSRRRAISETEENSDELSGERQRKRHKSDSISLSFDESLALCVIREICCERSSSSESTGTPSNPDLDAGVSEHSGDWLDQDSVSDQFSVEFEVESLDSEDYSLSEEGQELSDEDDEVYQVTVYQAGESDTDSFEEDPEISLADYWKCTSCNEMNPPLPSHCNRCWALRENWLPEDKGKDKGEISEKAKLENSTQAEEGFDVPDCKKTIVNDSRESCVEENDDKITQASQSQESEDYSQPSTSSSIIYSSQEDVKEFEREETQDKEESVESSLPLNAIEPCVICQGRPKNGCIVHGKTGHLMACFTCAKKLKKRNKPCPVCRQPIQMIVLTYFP
#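 Test system: stable mammalian line carrying autodegrading MDM2–luciferase fusion reporter; quantity: 2000 cells in each well; times: 4 h cell settling then 2 h compound exposure, 37 °C; detection: luminescence with SteadyLite reagent, 15 min at room temperature; evaluation: percent signal gain over controls, blank-subtracted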
# Rad51 HR inh = blocks human Rad51 in homologous recombination; Q06609; 200,000 compounds, 0.085% hits; inhibition, % at 10 µM; hRad51 DNA strand exchange, fluorescence dequenching;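 active means inhibition above 40% at the single screening dose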;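 further: 0% = DMSO control wells and 100% = blanks with heterologous ssDNA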
# Target sequence (Q06609 whole entry, looked up): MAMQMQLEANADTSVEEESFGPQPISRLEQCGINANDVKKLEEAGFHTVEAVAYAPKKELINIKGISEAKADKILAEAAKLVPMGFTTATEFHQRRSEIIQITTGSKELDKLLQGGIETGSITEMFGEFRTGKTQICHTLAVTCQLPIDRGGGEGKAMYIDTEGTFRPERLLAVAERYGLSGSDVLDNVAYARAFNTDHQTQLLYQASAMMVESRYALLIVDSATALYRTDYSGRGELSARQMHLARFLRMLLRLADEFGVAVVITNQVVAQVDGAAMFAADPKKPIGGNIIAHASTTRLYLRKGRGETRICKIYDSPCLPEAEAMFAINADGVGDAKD
#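 System: hRad51 filaments on single-stranded DNA; reagent: Fluorescein- and BHQ1-tagged 47-mer duplex; compound dosing: one concentration, 10 µM final; timing: filaments 15 min 37 °C, then compound 30 min; measured by: fluorescein emission 520 nm, excitation 485 nm; benchmarks: per-plate controls and blanks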
# Active calls of the source: *; . = not tested or not shown; [ ] = remark or other dose. Random draw from the library. Share with any hit: about 3.5%.
SMILES,eIF4E 4G PPI,KLK5 inh,Wee1 degr inh,FXIa inh,p97 inhibitor,14-3-3 Bad PPI,FXIIa inh 1536,MDM2 E3 inh,Rad51 HR inh
COc1ccc(NC(=O)CCS(=O)(=O)c2ccccc2Cl)cc1S(=O)(=O)Nc1ccc(Cl)cc1,-1,0,-1,3,2,0,8,-28,-5
CCOC(=O)c1sc(Nc2nc(C)cc(C)n2)nc1C,-3,5,2,-2,-6,0,12,-5,22
Cc1cccc(CSc2nnc(C)c(=O)n2N)c1,1,-3,1,9,1,-5[fluorescence artefact?],4,-11,-5
Cc1ccc(NC(=S)NC(NC(=O)c2ccccc2)C(Cl)(Cl)Cl)c(C)c1 (configuration not stated),1[fluorescence artefact?],-20,-3,5,7,-16[fluorescence artefact?],9,-11,-1
Cc1ccc(CNC(=S)N2CCOCC2)cc1,-1,-3,2,1,6,-10,8,1,-5
Cc1ccc(-c2[nH]c(=S)[nH]c(=O)c2C#N)cc1,3,.,6,0,1,-6,4,.,.
O=C(NCCc1ccccc1)C1CCN(S(=O)(=O)N2CCC3(CC2)OCCO3)CC1,4,1,-4,20,-5,3,18,-8,-2
CCOc1ccc(NC(=O)CN(Cc2ccccc2)S(C)(=O)=O)cc1,1,-1,-1,12,-5,10[fluorescence artefact?],19,.,-5
O=C1CSC(c2ccccn2)N1Cc1cn2ccccc2n1 (configuration not stated),0[fluorescence artefact?],4,0,-1,3,-1[fluorescence artefact?],6,2,-9
OCCC1CN(Cc2cccc3c2OCO3)CCN1Cc1ccccc1 (configuration not stated),-4,.,-1,0,2,-4,11,-24,.
CS(=O)(=O)c1ccc2nc(NC(=O)c3ccc(N4CCCC4=O)cc3)sc2c1,-2,-2,8,-3,-2,15,2,-1,.
C/C(=N\NC(=O)CNc1cccc(Cl)c1C)C1CC1,-1,1,1,-3,3,-12,5,-7,6

# Copied from the list:
# OCCC1CN(Cc2cccc3c2OCO3)CCN1Cc1ccccc1 (configuration not stated) in Wee1 degr inh is listed with -1
# Cc1cccc(CSc2nnc(C)c(=O)n2N)c1 in 14-3-3 Bad PPI is listed with -5[fluorescence artefact?]

# The list continues:
SMILES,eIF4E 4G PPI,KLK5 inh,Wee1 degr inh,FXIa inh,p97 inhibitor,14-3-3 Bad PPI,FXIIa inh 1536,MDM2 E3 inh,Rad51 HR inh
O=C(N/N=C/c1ccc(Br)o1)c1cccnc1,5,-11,-3,5,-3,-3[fluorescence artefact?],7,13,14
Cc1ccc2c(c1)C(=O)CCCCC(=O)N2,-15,3,-3,-3,3,0,9,.,-2
Cc1cc2c(OCC(O)CN3CCCC3)cccc2[nH]1 (configuration not stated),0,20,-2,35,-5,5,35,-100,-10
CC1=CC(C)(C)N(S(=O)(=O)c2ccc(C)cc2)c2cc(C)ccc21,-8,-22,-2,-1,-1,-10,5,-3,.
O=C(CCc1ccccc1)n1nc(-c2ccccc2)nc1NCc1ccco1,-7[fluorescence artefact?],-7,-2,7,-4,-5,2,.,-5
CC1CCCCN1CCNC(=O)C1CCN(S(=O)(=O)N2CCCCC2)CC1 (configuration not stated),-2[fluorescence artefact?],-24,-3,-4,1,-4,6,-21,-2
Cc1cccc(C2c3[nH]c4ccccc4c3CCN2C(=O)c2cc(C(C)C)nc(N)n2)n1 (configuration not stated),-1,-1,0,-4,0,-12,4,-6,0
CCOc1ccc(S(=O)(=O)Nc2ccc(C(=O)N/N=C/c3c(C)nn(-c4ccccc4)c3N3CCCC3)cc2)cc1,-2,-4,1,1,-4,-4,3,-6,.
NNc1nnc2c3cc(F)ccc3n(Cc3ccccc3)c2n1,-5,-5,-2,-2,7,-3,9,5,.
Cn1cnc(S(=O)(=O)Nc2cc(-c3ccc(Cl)cc3)nn2C)c1,-4,2,-1,5,5,-19,12,-11,0
CCC(=O)N1CCc2cc(S(=O)(=O)CCC(=O)O)ccc21,3,-2,1,2,2,-3,17,-23,-7
CC(C)(C)C(=O)CSc1nccc(=O)[nH]1,8,3,-1,0,8,-1,7,-13,-4

# 5 compounds from above, reduced to p97 inhibitor, 14-3-3 Bad PPI and FXIIa inh 1536.
Molecule | p97 inhibitor | 14-3-3 Bad PPI | FXIIa inh 1536
Cc1cc2c(OCC(O)CN3CCCC3)cccc2[nH]1 (configuration not stated) | -5 | 5 | 35
CC1=CC(C)(C)N(S(=O)(=O)c2ccc(C)cc2)c2cc(C)ccc21 | -1 | -10 | 5
O=C(CCc1ccccc1)n1nc(-c2ccccc2)nc1NCc1ccco1 | -4 | -5 | 2
CC1CCCCN1CCNC(=O)C1CCN(S(=O)(=O)N2CCCCC2)CC1 (configuration not stated) | 1 | -4 | 6
Cc1cccc(C2c3[nH]c4ccccc4c3CCN2C(=O)c2cc(C(C)C)nc(N)n2)n1 (configuration not stated) | 0 | -12 | 4

# Remaining list, next part.
SMILES,eIF4E 4G PPI,KLK5 inh,Wee1 degr inh,FXIa inh,p97 inhibitor,14-3-3 Bad PPI,FXIIa inh 1536,MDM2 E3 inh,Rad51 HR inh
COC(=O)c1ccc(NC(=O)C(=O)N2CCN(C(=S)Nc3ccc(C)cc3)CC2)cc1,-4,-23,2,-7,-5,-3,0,-6,-2
CCOC(=O)c1[nH]c(COC(=O)CCOc2ccccc2OC)c(C(=O)OCC)c1C,-2,3,-1,1,-1,3[fluorescence artefact?],19,3,5
CCOC(=O)C1CCCN(CC(=O)c2c[nH]c3ccc(C)cc23)C1 (configuration not stated),-2,3,2,4,6,2,11,-15,17
Cc1ccc(NCc2nnc(SCC(=O)c3ccccc3)o2)c(C)c1,-5,4,5,7,-10,-9,3,-7,-6
COc1ccc(CCN2C(=NC(=O)CCC(=O)O)SC3CS(=O)(=O)CC32)cc1OC (configuration not stated),-15[fluorescence artefact?],-22,-3,4,-3,-19[fluorescence artefact?],4,-1,-6
COc1ccccc1N1CCN(c2cc(=O)n(-c3ccccc3Cl)c(=O)[nH]2)CC1,-10[fluorescence artefact?],-18,1,0,8,-10[fluorescence artefact?],10,-14,-9
CS(=O)(=O)N(Cc1ccc(C(=O)NN=C2CCCCCC2)cc1)c1ccccc1,-1,-3,1,7,5,9,14,-7,.
CCOC(=O)C1=C(C)NC(=O)NC1c1ccc(N2CCC(c3ccccc3)=N2)cc1 (configuration not stated),6,-17,2,-11,0,-2,-13,-12,.
COC(=O)c1[nH]c(C)c(/C(O)=C2\C(=O)C(=O)N(CCN3CCOCC3)C2c2ccc(C)o2)c1C (configuration not stated),-1,-1,1,-5,-3,0,10,-15,11
CC1(C)Cc2ccccc2-c2c1c(=O)n(Cc1ccccc1)c1nnnn21,7,-9,2,6,-5,-2[fluorescence artefact?],15,-3,0
CCOc1ccc(OCC(=O)N2CCOCC2)cc1,2,-21,0,3,-3,-4,-1,11,11
CN(C)c1nnnn1-c1ccc(OC(F)(F)F)cc1,-1,3,2,-2,-1,0,8,13,13
O=S1(=O)CC2N=C(N(Cc3ccc(F)cc3Cl)c3ccccc3F)SC2C1 (configuration not stated),-6,-11,-1,-3,1,7,-1,-10,0
CCC(CC)c1nc(NCCC(=O)O)c2ccccc2n1,-5,-14,-3,-8,-6,-10,6,-14,4
CCCCC(c1nnnn1Cc1ccco1)N1CCN(C(=O)c2ccco2)CC1 (configuration not stated),19,-10,0,6,-5,85*,14,6,.
COc1ccc(Cc2nnc(NC(=O)c3c(-c4ccccc4)noc3C)s2)cc1,3,-7,-1,-1,3,4,5,-14,1
Cc1ccc(/C=N/NC(=O)NC2CCCCC2)o1,-2,-4,-3,3,5,-9,3,-8,-5
Cc1ccnc(SCCn2c(N3CC(C)CC(C)C3)nc3c2c(=O)n(C)c(=O)n3C)n1 (configuration not stated),-3,3,0,1,-2,-14[fluorescence artefact?],11,-7,-5
COc1ccc(NC(=O)CSc2nnc(C3CC3)n2C)cc1,3,-5,-3,-6,6,-5,3,-6,1
Cc1ccc(S(=O)(=O)N2CCC(C(=O)NNC(=O)c3ccccc3)CC2)cc1,3,-4,-3,-3,5,-20,5,-14,-8
CCCc1nccn1S(=O)(=O)c1cc(OC)ccc1OC,-3[fluorescence artefact?],-4,2,-19,0,-1,-1,-6,6
C/C(=N\Oc1cccc(F)n1)c1ccc(Cl)cc1Cl,-3,0,4,5,-4,-9,18,-5,-7
O=C(CCS(=O)(=O)Cc1ccccc1F)NCCCN1CCCCC1,0,4,-2,15,2,-1,18,35*,1
Cc1cc(C)c2c(C)c(C(=O)NCc3ccncc3)oc2c1,2,-12,0,-2,-2,4[fluorescence artefact?],0,7,1
COc1ccc(-n2ncc3c(N4CCC(C(N)=O)CC4)ncnc32)cc1,6,-15,2,1,12,0,9,-5,-4
O=[N+]([O-])c1ccc(N2CCN(S(=O)(=O)c3ccc(Cl)cc3)CC2)cc1NCc1cccnc1,-39,-1,-1,4,4,0,20,-4,-1
Cc1cn(S(=O)(=O)c2ccccc2[N+](=O)[O-])cn1,1,-4,-2,-5,3,-5,7,-2,-2
Cc1cccc(N(C)S(=O)(=O)c2ccc3c(c2)CCC(=O)N3)c1,5,1,6,-11,6,-2,2,-13,6
CC(C)NC(=O)c1ccc(-c2cccc(C(F)(F)F)c2)o1,10,5,3,-18,0,-3,-3,-14,10
CC(O)CNc1nc(Cl)c(C#N)s1 (configuration not stated),0,-7,5,-4,2,-9,0,-11,10
COC(=O)c1cc2c(C)nn(C)c2s1,-1,-2,-1,2,0,-12,5,-6,14
CC(=O)Nc1ccc(NC(=O)c2ccc(NS(=O)(=O)c3cc(C(C)(C)C)cc(C)c3C)cc2)cc1,-9,-15,1,-2,-4,-4,-6,-2,-5
O=C(CNCC1CCCO1)Nc1ccc(N2CCCCCC2)cc1 (configuration not stated),.,-2,-3,2,1,.,15,10,-6
COc1cc(/C=C2\CC/C(=C\c3ccc(OCCO)c(OC)c3)C2=O)ccc1OCCO,-2,4,-1,4,15*,-12,7,-3,-35
Nc1nc(N2CCN(C(=O)c3ccco3)CC2)nc2ccc(Br)cc12,17,3,2,5,-3,51,12,-12,-7
CCOc1cc(C=C(C#N)C#N)ccc1Oc1ccc([N+](=O)[O-])cn1,-1,-5,1,-2,4,-7,3,6,-392
CCc1ccc(/C=C2/SC(=S)N(CC(=O)Nc3nc4ccccc4s3)C2=O)cc1,2,-16,0,17,0,-8,22,-29,0
CC(C)OC(=O)CCC1(C(=O)O)CCC(=O)NC1 (configuration not stated),3,-4,-1,2,-1,-7[fluorescence artefact?],12,-10,-5
O=C(COC(=O)c1cccc(Cl)c1)Nc1cc(Cl)ccc1Oc1ccccc1,-3,-5,4,-6,-4,-3,-4,-17,18
Clc1cccc(-c2ccc(C=Nc3ccc(N4CCOCC4)cc3)o2)c1,10,-5,0,1,0,-12[fluorescence artefact?],7,-2,22
CC(=O)c1ccccc1NS(=O)(=O)c1c(C)nn(-c2ccccc2)c1C,6,-24,1,1,-4,-3,2,-14,-7
CCOCCCNC(=S)NCCNc1nc2c(C)cccc2cc1C#N,-5,-30,-3,-2,-7,-4,10,-2,-9
FC(F)(F)c1cccc(-n2c(Cn3nnc4ccccc43)n[nH]c2=S)c1,2,-7,-1,4,12,-2,4,-7,17
O=C1CN(C(=O)C2CC2)c2ccccc2N1,0[fluorescence artefact?],-4,-1,-5,-1,-13,12,-3,-10
S=c1nc(C23CC4CC(CC(C4)C2)C3)[nH][nH]1,4,1,5,1,8,-4,2,-1,12
CCOC(=O)COc1c(C(=O)OC)sc2ncccc12,1,1,7,-2,-3,-2,6,-8,.
Cc1ccc(C)c(-n2c(Cc3cc(=O)[nH]c(=O)[nH]3)nnc2SC(C)C)c1,6,-6,-1,-6,-4,-1,-3,-21,6
